PHOSPHO1 block: inhibitors of human PHOSPHO1 phosphatase | Q8TCT1 | recombinant PHOSPHO1, absorbance phosphatase assay | inhibition, % at 13.3 µM | 1.1% of 290,000 active; in the data active means inhibition above about 60%
Target sequence (Q8TCT1 whole entry, looked up): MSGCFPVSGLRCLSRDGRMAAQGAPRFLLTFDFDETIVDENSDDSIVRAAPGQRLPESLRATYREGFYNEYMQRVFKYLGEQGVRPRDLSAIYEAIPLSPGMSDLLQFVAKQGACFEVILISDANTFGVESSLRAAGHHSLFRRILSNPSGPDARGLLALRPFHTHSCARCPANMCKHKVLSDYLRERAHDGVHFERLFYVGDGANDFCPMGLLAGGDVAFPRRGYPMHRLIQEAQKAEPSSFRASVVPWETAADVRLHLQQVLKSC
GPR7 antag: antagonists of human GPR7 (neuropeptides B/W receptor 1). inhibition, % at 4.4 µM. 1.1% of 290,000 active. AID 1861. GPR7-expressing cells, fluorescence antagonist assay; in the data active means inhibition above about 16%, passing the limit was not always enough;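 further: cells stimulated with the agonist NPW; 0% = agonist with vehicle and 100% = vehicle without agonist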
IMP-1 inh: blocks Pseudomonas aeruginosa IMP-1 metallo-beta-lactamase | purified IMP-1, nitrocefin hydrolysis, epi-absorbance fluorescence | inhibition, % at 5.6 µM | 0.45% of 290,000 active;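 active means inhibition above the mean plus 3 SD of all compounds in the same screening run, cut at about 4.5% in these data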;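 further: 0% = IMP-1 with DMSO and 100% = DMSO wells lacking enzyme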
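Assay system: purified recombinant IMP-1 beta-lactamase. Input: IMP-1 0.2 nM before substrate addition. Buffer or medium: Zinc- and detergent-supplemented HEPES buffer, pH 7.1. Schedule: 25 °C, 15 min preincubation, 25 min reaction. Signal: Epi-absorbance fluorescence, 480 nm excitation, 530 nm emission. Evaluation: percent inhibition from optical density relative to buffer-blank wells.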
OXTR agonist: activates the human oxytocin receptor; P30559; CHO-OTR cells, Fluo-8 calcium fluorescence; normalized: DMSO 0%, oxytocin 100%; activation, % at 3 µM; 0.32% of 320,000 active;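 active means activation above the mean of all tested compounds plus 3 SD, cutoff set per screening run, cut at about 20% in these data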;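 further: peak over basal fluorescence ratio from a 100 s FLIPR kinetic read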
Target sequence (P30559 whole entry, looked up): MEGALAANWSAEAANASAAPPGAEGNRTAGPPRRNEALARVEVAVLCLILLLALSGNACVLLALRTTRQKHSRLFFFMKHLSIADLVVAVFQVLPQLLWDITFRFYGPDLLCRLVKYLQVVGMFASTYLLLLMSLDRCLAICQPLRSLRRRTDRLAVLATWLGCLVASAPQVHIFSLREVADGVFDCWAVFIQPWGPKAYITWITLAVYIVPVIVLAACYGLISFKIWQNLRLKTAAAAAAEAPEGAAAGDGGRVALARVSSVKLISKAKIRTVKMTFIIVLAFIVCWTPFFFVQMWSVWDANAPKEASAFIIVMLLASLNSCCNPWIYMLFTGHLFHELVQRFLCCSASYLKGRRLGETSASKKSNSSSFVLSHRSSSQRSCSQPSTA
VIM-2 inhibitor: blocks Pseudomonas aeruginosa VIM-2 metallo-beta-lactamase. AID 1527. purified VIM-2, nitrocefin hydrolysis, epi-absorbance fluorescence. 0.89% of 290,000 active. inhibition, % at 5.6 µM;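 active means inhibition above the mean of all tested compounds plus 3 SD, cutoff set per screening run, cut at about 7.5% in these data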;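 further: red hydrolysis product quenches plate fluorescence so inhibitors raise well fluorescence; 0% = enzyme with DMSO and 100% = DMSO without enzyme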
HCV NS3 hel inh: HCV NS3 helicase inhibition | NS3 helicase DNA unwinding, Cy5 molecular beacon fluorescence | inhibition, % at 10.9 µM | 0.56% of 290,000 active | AID 1800;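 active means inhibition above the mean of all tested compounds plus 3 SD, set per campaign, cut at about 35% in these data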;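 further: 0% = DMSO wells and 100% = thioflavine S control wells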
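test system = hepatitis C virus NS3 helicase domain fragment enzyme | reagent = annealed dual-labelled DNA beacon duplex, ATP-started | times = 1 h at 25 °C | detection = Cy5 fluorescence, 0 and 60 min reads | read-out basis = percent inhibition from t60/t0 fluorescence ratio | control set = DMSO and thioflavine S | replication = one well per compound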
GalR3 antag: antagonists of human GalR3. O60755. HEK293 GalR3-CNG cAMP membrane potential fluorescence; galR3 body fused to GalR1 C-terminus. inhibition, % at 3 µM. 0.44% of 360,000 active. AID 651719;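 active means inhibition above the screen-wide average plus 3 SD, cut at about 13% in these data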;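 further: forskolin and galanin both at EC90 stimulate the cells; cAMP rise reported by CNG channel membrane potential dye signal; 0% = forskolin plus galanin with DMSO and 100% = forskolin alone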
Target sequence (O60755 1-299 limits assumed): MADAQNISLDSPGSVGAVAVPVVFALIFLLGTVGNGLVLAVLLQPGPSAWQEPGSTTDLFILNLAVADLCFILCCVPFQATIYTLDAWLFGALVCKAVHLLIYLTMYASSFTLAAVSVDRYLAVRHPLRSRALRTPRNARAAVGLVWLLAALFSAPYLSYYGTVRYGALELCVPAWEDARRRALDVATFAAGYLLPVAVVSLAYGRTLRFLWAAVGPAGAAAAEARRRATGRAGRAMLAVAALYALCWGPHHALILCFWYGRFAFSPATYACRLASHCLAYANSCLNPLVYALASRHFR
V1R ag counter: activates human V1a receptor in oxytocin agonist counter-screen. P37288. CHO-V1R cells, Fluo-8 calcium fluorescence, agonist mode; 0% DMSO, 100% 3 nM vasopressin. activation, % at 3 µM. 0.25% of 320,000 active;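 active means activation above the mean activation of all tested compounds plus 3 SD, per screening run, cut at about 20% in these data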;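 further: signal is peak over basal fluorescence ratio across a 100 second FLIPR read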
DNA FID counter: displaces DNA intercalator in HCV helicase counter-screen; DNA fluorescent intercalator displacement, fluorescence; inhibition, % at 7.9 µM; 0.17% of 290,000 active; AID 1845; in the data active means inhibition above about 37%;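 further: 0% = vehicle and 100% = reference compound; higher means more ethidium bromide displaced from hairpin DNA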
* marks the source's active call; other numbers are inactive results; . = not tested or not shown. Hits appear at their usual frequency (roughly 4.3% active in at least one column).

smiles | PHOSPHO1 block | GPR7 antag | IMP-1 inh | OXTR agonist | VIM-2 inhibitor | HCV NS3 hel inh | GalR3 antag | V1R ag counter | DNA FID counter
C=C(C)C1Cc2cc3ccc(=O)oc3cc2O1 (stereo unspecified) | -12 | 19 | -0.2 | -1.4 | 1.1 | 8 | -2 | 0.1 | -8
O=C(O)CCNc1nc(-c2ccccc2)nc2ccccc12 | -25 | 10 | -1.3 | 0.8 | 1.4 | 4 | 5 | 1.6 | -3
CCCCc1ccc(S(=O)(=O)Nc2nnc(C)s2)cc1 | . | -3 | -1.9 | 1.1 | 0.0 | 15 | -12 | 4.6 | -41
O=C(Cc1ccc(F)cc1)Nc1cccc(-c2cn3c(n2)SCC3)c1 | -58 | 11 | 1.4 | -0.4 | 0.0 | 5 | 0 | 0.3 | -5
O=c1[nH]c2sc3c(c2c(=O)n1Cc1ccccc1)CCC3 | 2 | -1 | -2.1 | -2.0 | -1.7 | 2 | 1 | -0.6 | -4
O=C(CSc1nc(-c2ccccc2)c(-c2ccccc2)[nH]1)NCc1ccco1 | 44 | -1 | -2.9 | -2.8 | -1.1 | -19 | -8 | -1.5 | -8
CS(=O)(=O)N(Cc1ccccc1)c1ccc(C(=O)N2CCN(c3cccc(Cl)c3)CC2)cc1 | -15 | 24* | -2.8 | 6.0 | -2.1 | -22 | . | 4.9 | -35
CCOC(=O)c1coc(CNC(=O)c2c(C)oc3c2CCCC3)c1 | 24 | 10 | -2.9 | 2.0 | -2.6 | 7 | 11 | 0.6 | -18
Cc1ccc(-c2onc3ccc(C4(C)OCCO4)cc23)cc1 | -1 | -1 | -2.5 | -1.8 | -1.5 | 3 | 2 | -0.9 | -5
COc1cccc(-n2nnc3c(=O)n(CC(=O)Nc4ccccc4C)cnc32)c1 | 38 | -18 | -0.6 | 0.5 | -3.2 | 14 | . | 0.6 | -1
Brc1ccc(NCc2cccc3ccccc23)nc1 | 15 | -6 | -1.0 | -0.9 | -4.8 | -8 | -5 | -1.1 | -1
CCn1c(CNC(=O)c2ccc(OC)c(OC)c2)nnc1SCC(=O)c1ccc(OC)cc1 | -17 | -12 | -3.8 | -1.2 | 0.2 | -3 | -2 | 0.0 | -7
CCCC1CCC(=NNS(=O)(=O)c2ccc(C)c([N+](=O)[O-])c2)CC1 (stereo unspecified) | 0 | -6 | -3.6 | 0.0 | 0.5 | 7 | -2 | 0.0 | -1
O=C(Cn1ccc([N+](=O)[O-])n1)N1CCCc2ccccc21 | 0 | -5 | -2.9 | -0.8 | -3.9 | 0 | 3 | 0.7 | 3
CCOC(=O)Cn1c(C)cc(COC)c(C#N)c1=O | -7 | -1 | -3.1 | 1.3 | -0.5 | -2 | -1 | -0.2 | 1
CN1C(=O)C(CC(=O)NCC2CCCCC2)SC1=Nc1ccccc1 (stereo unspecified) | 37 | 9 | -1.3 | -2.3 | -4.9 | 2 | -6 | -1.3 | -26
Cc1sc(-n2c(C)ccc2C)c(C#N)c1C | 95* | -13 | -0.9 | -1.2 | -0.4 | 10 | -4 | -1.1 | 0
COC(=O)c1cc(OC)c(OC)cc1NC(=O)CCNC(=O)c1ccco1 | 13 | -12 | -6.1 | 0.4 | -2.4 | 4 | -8 | -0.1 | -22
O=C(COC(=O)Cn1cnc2ccccc21)Nc1ccc2c(c1)OCCO2 | -9 | -9 | -4.6 | -1.3 | -2.2 | 3 | -2 | 0.2 | -1
Cc1cc(-n2c(C)cc(C(=O)COc3ccc([N+](=O)[O-])cc3)c2C)no1 | 10 | 9 | -0.6 | 3.6 | -3.3 | -6 | 1 | 4.6 | -3
Cc1cc(C)c(S(=O)(=O)c2ccccc2)c(Cl)n1 | -21 | -6 | -0.8 | -0.8 | -0.4 | -32 | -5 | 0.3 | -2
Nc1nn(-c2ccccc2)c(N)c1N=Nc1cccc(F)c1 | 25 | 1 | -2.6 | -1.0 | -2.0 | -4 | -7 | 1.0 | -4
Cc1ccccc1NC(=S)N1CCN(Cc2ccc3c(c2)OCO3)CC1 | -2 | -6 | -1.5 | -0.7 | -1.0 | 3 | -4 | -1.0 | 0
C/C(=N\NC(=O)c1cccc(N/N=C(\C)c2ccc([N+](=O)[O-])cc2)c1)c1ccc([N+](=O)[O-])cc1 | 0 | -16 | -3.4 | 0.0 | -1.7 | 3 | -6 | -0.7 | -4
Cc1ccc(S(=O)(=O)N(C)CC(=O)N2CCOCC2)cc1 | 34 | -11 | -4.5 | 0.7 | -3.7 | 0 | -3 | 1.1 | -1
Nc1nnc(CC(=O)N/N=C/c2cccc([N+](=O)[O-])c2)s1 | -35 | -8 | -3.3 | 0.2 | -3.5 | -3 | -1 | 0.7 | 2
Cc1cc(C)nc(NCC(O)CNc2ccccc2C)n1 (stereo unspecified) | 16 | 13 | -0.4 | 0.1 | -1.6 | -7 | 2 | -0.4 | -4
CCN(CCn1cccn1)Cc1nc(-c2ccc(OC)cc2)no1 | 2 | -8 | -4.2 | 1.6 | -3.7 | 3 | -3 | 0.9 | -22
COc1ccc(-c2ccc(CCC(=O)O)n2-c2ccccc2OC)cc1 | . | 21 | -0.4 | 0.3 | -2.0 | 24 | -4 | 2.1 | -28
CCOC(=O)CSC1=Nc2ccccc2C2=NC(CC(=O)NCc3ccc(OC)cc3)C(=O)N12 (stereo unspecified) | -24 | 0 | 4.1 | -0.5 | -0.4 | 18 | 0 | 0.2 | -22
CCC(C(=O)NCc1cccnc1)n1nc(C)c2sc3ccccc3c2c1=O (stereo unspecified) | 49 | -17 | -3.6 | -0.7 | -0.7 | 6 | -1 | 1.6 | -40
CC(C)(C)SCCNC(=O)CN1C(=O)c2cccc3cccc1c23 | 9 | 0 | -0.1 | -1.0 | 0.5 | -6 | 1 | 0.5 | -27
CCOC(=O)C(NC(=O)OC(C)C)(Nc1nccs1)C(F)(F)F (stereo unspecified) | -17 | 1 | -5.6 | 0.0 | -4.7 | 6 | 1 | 0.5 | -1
O=C(C1CCCN(S(=O)(=O)c2cc(Cl)ccc2Cl)C1)N1CCCC1 (stereo unspecified) | -24 | 8 | -2.2 | -1.1 | 0.0 | -8 | 2 | 0.5 | -20
Cc1cccc(C(=O)NCCc2ccc(S(N)(=O)=O)cc2)c1[N+](=O)[O-] | 6 | -3 | -2.5 | 1.4 | 2.8 | 3 | -4 | 0.4 | -6
Cc1cccc(NC(=O)c2sc(-c3ccccc3)nc2-c2ccc([N+](=O)[O-])cc2)c1 | 7 | -3 | -2.1 | 0.0 | 0.1 | -3 | -2 | 0.0 | -2
Cc1ccc(S(=O)(=O)Nc2ccc(N=Nc3ccc(O)cc3)cc2)cc1 | -9 | 0 | 1.3 | 2.5 | -1.3 | 2 | 1 | 3.9 | 4
CC12CC(O)C3c4ccc(O)cc4CCC3C1CC/C2=N\O (stereo unspecified) | 36 | -3 | -2.0 | 0.5 | -0.1 | -4 | -10 | 0.6 | -9
CC(=O)N1CCN(Cc2nc3cc(NC(=O)Nc4ccccc4)ccc3n2C)CC1 | -10 | -11 | -3.6 | 0.2 | -1.9 | -2 | -3 | 0.0 | -15
O=C(CSc1ncn[nH]1)NCc1ccccc1 | 24 | 15 | 0.0 | 0.3 | 1.7 | -6 | -4 | 0.9 | 7
C=CCSc1nnc2c(n1)OC(c1cccnc1)N(C(C)=O)c1ccccc1-2 (stereo unspecified) | 16 | 3 | -2.1 | -1.5 | -2.4 | 12 | -7 | -1.2 | 1
O=C(O)c1ccccc1-c1csc(-c2ccccc2)n1 | 46 | -7 | -1.1 | -0.4 | -1.2 | 0 | -3 | -0.2 | -2
COCCCNC(=O)c1ccc(Cn2c(=O)c3ccccc3n(Cc3ccccc3C)c2=O)cc1 | 8 | 8 | -1.1 | -2.5 | -2.1 | 6 | -2 | -0.8 | -4
O=C(CCCN1C(=O)c2ccccc2C1=O)Nc1ccccc1 | 12 | 6 | -0.8 | 0.2 | -1.0 | -2 | -3 | 0.5 | -1
COc1ccc(-c2oc3ncnc(N)c3c2-c2ccccc2)cc1 | 9 | -9 | -2.2 | -1.1 | -0.3 | -3 | 2 | -0.6 | -5
COCc1ccc(CN2CCC(n3nccc3NC(=O)CCOc3ccccc3)CC2)o1 | -14 | -1 | -1.1 | 0.0 | -2.2 | -13 | 0 | 0.7 | 1
CN(C)/C=N/c1ncc(-c2ncc(C(F)(F)F)cc2Cl)cn1 | 33 | -20 | -3.3 | 0.0 | -2.3 | 19 | -4 | 0.8 | -4
Cc1ccccc1NC(=O)CSc1nnc(Cc2ccccc2)o1 | -1 | 8 | 1.4 | -0.9 | -0.1 | 1 | -4 | 0.1 | -9
C/C(CCc1oc2ccc(Cl)cc2c1-c1ccc(C)o1)=N\O | 7 | 2 | -6.3 | -2.1 | -7.3 | -7 | -2 | 0.7 | -13
O=C(CCc1ccccc1)NC(c1cccs1)c1cc(Cl)c2cccnc2c1O (stereo unspecified) | 31 | -11 | -4.6 | . | -2.7 | 9 | -4 | . | -15
COc1ccccc1Nc1nnc(Cc2ccccc2)c(=O)[nH]1 | -4 | -13 | -2.1 | -0.7 | -2.6 | 8 | 0 | 0.3 | -5

Five compounds already listed, sorted by their value in PHOSPHO1 block, smallest number first:
mol	PHOSPHO1 block	GPR7 antag	IMP-1 inh	VIM-2 inhibitor	HCV NS3 hel inh	GalR3 antag
COCc1ccc(CN2CCC(n3nccc3NC(=O)CCOc3ccccc3)CC2)o1	-14	-1	-1.1	-2.2	-13	0
COc1ccccc1Nc1nnc(Cc2ccccc2)c(=O)[nH]1	-4	-13	-2.1	-2.6	8	0
Cc1ccccc1NC(=O)CSc1nnc(Cc2ccccc2)o1	-1	8	1.4	-0.1	1	-4
O=C(CCc1ccccc1)NC(c1cccs1)c1cc(Cl)c2cccnc2c1O (stereo unspecified)	31	-11	-4.6	-2.7	9	-4
CN(C)/C=N/c1ncc(-c2ncc(C(F)(F)F)cc2Cl)cn1	33	-20	-3.3	-2.3	19	-4

Entries from the list above containing a cyano group (2):
smiles | PHOSPHO1 block | GPR7 antag | IMP-1 inh | OXTR agonist | VIM-2 inhibitor | HCV NS3 hel inh | GalR3 antag | V1R ag counter | DNA FID counter
CCOC(=O)Cn1c(C)cc(COC)c(C#N)c1=O | -7 | -1 | -3.1 | 1.3 | -0.5 | -2 | -1 | -0.2 | 1
Cc1sc(-n2c(C)ccc2C)c(C#N)c1C | 95* | -13 | -0.9 | -1.2 | -0.4 | 10 | -4 | -1.1 | 0
